# Bioassay records from PubChem.
# L major viab = Leishmania major promastigote growth inhibition, primary screen; Leishmania major promastigotes, resazurin fluorescence viability; AID 1063, 2008; 200,000 compounds, 9% hits; inhibition, % at 10 µM; in the data active = inhibition above about 50%;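 note: promastigotes grown with compound for 44 hours at 28 °C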
# PPARg SRC3 recr = PPARgamma agonists recruiting SRC-3 coactivator, primary screen, biochemical; activation, % at 8 µM; 200,000 compounds, 0.26% hits; AID 731, 2007; biochemical PPARgamma/SRC-3 coactivator recruitment assay; in the data active = activation above about 23%;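 note: 0% = DMSO and 100% = reference agonist; some compounds past the cut are filed as inactive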
# Target sequence (P37231 whole entry, looked up): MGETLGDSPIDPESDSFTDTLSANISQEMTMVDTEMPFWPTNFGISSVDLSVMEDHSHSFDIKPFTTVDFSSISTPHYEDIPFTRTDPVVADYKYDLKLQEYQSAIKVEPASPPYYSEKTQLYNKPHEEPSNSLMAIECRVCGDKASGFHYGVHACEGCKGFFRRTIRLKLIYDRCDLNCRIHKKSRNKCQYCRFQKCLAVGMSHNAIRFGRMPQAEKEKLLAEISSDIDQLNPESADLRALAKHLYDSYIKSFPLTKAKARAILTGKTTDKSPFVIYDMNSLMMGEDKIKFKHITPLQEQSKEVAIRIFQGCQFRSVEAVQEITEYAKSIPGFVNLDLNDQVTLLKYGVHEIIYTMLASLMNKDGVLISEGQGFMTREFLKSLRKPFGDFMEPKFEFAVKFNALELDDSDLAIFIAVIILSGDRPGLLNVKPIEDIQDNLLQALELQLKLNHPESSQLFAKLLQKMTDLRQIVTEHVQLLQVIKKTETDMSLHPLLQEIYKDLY
# TR-FRET SRC-2 ct = TR-FRET signal artefacts, primary screen, artefact control for PPARgamma SRC-2 agonist project, biochemical. TR-FRET ratio at 8 µM. TR-FRET artefact counter-screen; active compounds read high. AID 1049, 2008. 200,000 compounds, 0.4% hits; in the data active = TR-FRET ratio above about 2000; note: inactives centre near 1500
# S1P3 antagonist = S1P3 receptor antagonists, primary screen, cell-based. Sphingosine 1-phosphate receptor 3 (Homo sapiens), Q99500. 170,000 compounds, 0.27% hits. AID 485, 2006. inhibition, % at 4.98 µM. CHO S1P3 NFAT-BLA reporter, FRET fluorescence, antagonist mode;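 active = inhibition above the plate cutoff, the mean inhibition of test wells on that plate plus 3 SD, cut at about 28% in these data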;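 note: cells challenged with S1P at its EC80 of 0.8 µM; blue over green emission ratio from cleaved BLA substrate after 4 h stimulation; 0% = S1P-stimulated wells and 100% = unstimulated DMSO-only wells; some compounds past the cut are filed as inactive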
# TLR4 MyD88 comp = inhibitors of TLR4-MyD88 association in cells, primary screen, cell-based, HeLa CL3-4, BLA complementation, FRET ratio; HeLa CL3-4 TLR4/MyD88 BLA complementation; 200,000 compounds, 0.18% hits; inhibition, % at 8.4 µM; Toll-like receptor 4 (Homo sapiens) + Myeloid differentiation primary response protein …; in the data active = inhibition above about 25%;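 note: 0% = vehicle and 100% = reference inhibitor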
# bIAP activator = bovine intestinal alkaline phosphatase activators, primary screen, biochemical, bovine IAP, CDP-star luminescence. alkaline phosphatase, intestinal [Bos taurus]. AID 1016, 2008. activation factor at 20 µM. 200,000 compounds, 0.17% hits. purified bovine IAP, 30 min; active compounds read high; fold of DMSO-control signal, blank-subtracted;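 active = activation factor of 2 or more at 20 µM, a signal rise over negative controls twice the positive control's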
# Redox H2O2 prof = compounds producing H2O2 with reducing agent – biochemical, NIH compound library profiling, artefact control for MLSCN library redox annotation, primary screen; DTT-dependent redox cycling H2O2, phenol red/HRP absorbance; 100% = 100 µM peroxide control, 0% = buffer; activation, % at 10 µM; 200,000 compounds, 0.03% hits;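 active = activation of at least 50% relative to the plate's high and low controls in the primary single-dose screen; inactive = activation below 50%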;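 note: compound incubated with DTT at 0.8 mM final as the reducing agent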
# ROMK mod = ROMK potassium channel modulators, primary screen, cell-based, thallium flux, MLSMR library; Tet-inducible ROMK, thallium flux fluorescence; actives lie on both sides; B-score at 10 µM; 130,000 compounds, 2% hits;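 active = signal ratio slope over the read window, or its plate-corrected B-score, at least 3 SD from the plate mean, either direction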;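 note: B-score of the F/F0 ratio slope over 7 to 12 s after thallium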
# Target sequence (P48048 whole entry, looked up): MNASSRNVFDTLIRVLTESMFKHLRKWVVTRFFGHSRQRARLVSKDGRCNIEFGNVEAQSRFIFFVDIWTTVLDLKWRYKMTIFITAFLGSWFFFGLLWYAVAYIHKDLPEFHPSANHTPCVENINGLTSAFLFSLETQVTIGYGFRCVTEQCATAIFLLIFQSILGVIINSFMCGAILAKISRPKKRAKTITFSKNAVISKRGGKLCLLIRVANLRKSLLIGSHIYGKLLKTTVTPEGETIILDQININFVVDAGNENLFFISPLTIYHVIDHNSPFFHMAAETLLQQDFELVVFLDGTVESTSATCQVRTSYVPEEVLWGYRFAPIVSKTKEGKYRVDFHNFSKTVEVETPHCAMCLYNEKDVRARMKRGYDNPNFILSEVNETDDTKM
# PPARg SRC-1 ag = PPARgamma agonists recruiting SRC-1 coactivator, primary screen, biochemical | Peroxisome proliferator-activated receptor gamma (Homo sapiens), P37231 | PPARgamma-SRC-1 coactivator recruitment biochemical assay | activation, % at 8 µM | 200,000 compounds, 0.41% hits | AID 631, 2007; in the data active = activation above about 19%;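 note: 0% = DMSO and 100% = reference agonist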
# PPARg SRC2 recr = agonists of PPARg-SRC-2 recruitment, primary screen, biochemical, HTS; Peroxisome proliferator-activated receptor gamma (Homo sapiens), P37231; PPARgamma LBD-SRC-2 recruitment; activation, % at 8 µM; 200,000 compounds, 0.34% hits; AID 1032, 2008; in the data active = activation above about 22%;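 note: 0% = vehicle and 100% = reference agonist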
# bIAP inh = bovine intestinal alkaline phosphatase inhibitors, primary screen, selectivity assay for TNAP inhibitor project, biochemical, bovine IAP, CDP-star luminescence | 190,000 tested, under 10 active | AID 1019, 2008 | purified bovine IAP, 30 min | inhibition, % at 20 µM | alkaline phosphatase, intestinal [Bos taurus];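 active = over 50% inhibition of intestinal alkaline phosphatase at 20 µM in the single-dose screen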
#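 Assay system – bovine IAP enzyme · Quantity – bovine IAP at 1/65,000,000 final dilution · Detection – CDP-star luminescence signal · Times – 30 min reaction at room temperature · Also added – CDP-star substrate at 30 µM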
# Starred values were filed as active, the others as inactive; . = not tested or not shown.
SMILES,L major viab,PPARg SRC3 recr,TR-FRET SRC-2 ct,S1P3 antagonist,TLR4 MyD88 comp,bIAP activator,Redox H2O2 prof,ROMK mod,PPARg SRC-1 ag,PPARg SRC2 recr,bIAP inh
CCCc1ccc(Oc2coc3cc(OCC(=O)Nc4ccccc4C)ccc3c2=O)cc1,-4.9,-2.4,1324,-8.3,3.6,0.9,0.8,-0.23,-2.8,-3.2,12.1
Cc1ccc(-c2nc(CSCC(=O)N3CCN(c4ccccn4)CC3)c(C)o2)cc1,-4.0,1.9,1543,5.2,7.8,1,-1.0,.,5.3,1.1,-4.8
O=c1c2cc(NC(=S)NCc3cccnc3)ccc2nc2n1CCCCC2,4.6,1.4,1727,3.7,-8.9,1,-2.8,-0.897,8.1,3.4,3.7
Cc1cc(NC(=O)CN2CCOCC2)n(-c2nc3ccccc3s2)n1,8.6,-7.6,1610,.,-8.8,1,0.4,-0.944,3.9,7.9,0.1
CC1CCN(S(=O)(=O)c2ccc3ncn(CC(=O)N(C)Cc4ccccc4)c(=O)c3c2)CC1,28.0,16.0,1479,-13.0,7.3,1,-2.3,0.64,4.8,2.3,0.9
Cc1nc(NC(=O)c2ccco2)sc1-c1csc(Nc2ccc(Cl)cc2Cl)n1,73.7*,-5.4,1494,.,8.9,1.1,12.7,.,-0.9,6.0,-6.4
Nc1nc2nonc2nc1N1CCCCC1,-0.2,3.9,1553,-12.9,0.0,1,0.9,.,2.6,2.4,4.1
COc1ccc(S(=O)(=O)NCC2CCC(C(=O)NCc3ccco3)CC2)cc1 (stereo not drawn),-0.7,3.8,1556,30.2,-8.7,0.9,0.6,-0.0903,11.9,1.7,9.7
CCOC(=O)C(C(=O)Nc1nccs1)C1CCCCC1 (stereo not drawn),51.8*,2.7,1589,-1.6,-2.8,0.8,0.0,.,2.0,3.1,23.3
Cc1cccc(N=C2NC(=O)CS2)c1,-5.2,0.4,1617,-33.6,-7.3,0.9,2.1,.,3.6,4.0,8.6
CCOC(=O)c1c(CN(CC)CC)oc2cc(Br)c(O)cc12,14.9,-7.1,1365,-3.9,-4.6,0.9,-0.8,.,7.5,-9.5,7.9
O=C(CNC(=O)c1ccccc1)NCCc1nc2ccccc2[nH]1,-7.6,10.5,1615,0.2,-4.1,0.9,2.3,.,9.4,-0.8,10.5
CC(=O)c1cc(N2CCC(C(=O)O)CC2)ccc1[N+](=O)[O-],-3.0,4.1,1556,0.6,-0.4,0.8,-1.4,0.26,7.8,4.2,17.0
CCn1nc([N+](=O)[O-])c2c(-c3nc4ccccc4o3)c(N)n(CCCOC)c2c1=O,-3.2,0.9,1497,12.1,3.0,0.9,1.0,.,6.2,1.5,8.3
CC(C)CCNC(=O)c1c[nH]c2ccc(S(=O)(=O)N3CCC4(CC3)OCCO4)cc2c1=O,-7.7,5.0,1610,-4.0,-9.7,0.9,-0.1,-0.299,2.2,5.3,13.5
NC(=O)c1ccc(Oc2ccc(Cl)c3ccccc23)c([N+](=O)[O-])c1,-2.1,-4.8,1302,-23.0,4.2,1,0.8,0.667,-3.5,-4.4,3.8
Cc1nn(-c2ccccc2C(=O)O)c(=O)c2ccccc12,-4.7,2.6,1263,-22.2,-8.2,1,0.6,.,-4.3,-7.4,2.5
CCc1ccc(N2CC(O)=C(c3nc4ccccc4c(=O)[nH]3)C2=N)cc1,-1.0,0.2,1466,-9.2,-10.3,1.2,0.5,0.949,9.3,1.5,-19.9
COc1ccc(CCNC(=O)c2cc(-c3ccc(C)cc3O)n[nH]2)cc1OC,11.8,3.1,1542,.,-3.6,1.5,-0.1,1.8,4.6,4.5,-50.0
CCOC(=O)Cn1c(C(=O)OCC)cc2sccc21,2.3,-6.5,1242,8.2,-1.5,0.9,0.7,-0.715,-6.5,-6.2,12.9
Cc1nc2ccc(S(=O)(=O)NC(C(=O)NCc3ccco3)C(C)C)cc2s1 (stereo not drawn),-10.2,3.4,1723,-12.6,-6.1,0.9,-1.1,.,2.6,2.2,5.0
COC(=O)c1sc(S(=O)(=O)N2CCN(c3ccccc3)CC2)c(C(=O)OC)c1C,-3.7,5.2,1384,24.6,3.3,0.9,0.3,-0.403,-0.7,-1.9,7.9
COc1cccc2cc(-c3nnc(SCC(=O)Nc4nc(C)cs4)n3C)oc12,18.2,6.7,1538,-16.9,-9.6,1,1.3,-0.029,1.8,3.2,4.9
Cc1cc(C)cc(C(=O)OCC(=O)Nc2cccc(S(=O)(=O)NC3=NCCCCC3)c2)c1,52.1*,-2.1,1584,-1.6,-6.0,0.9,-0.1,0.781,-8.0,-3.2,6.4
Cc1cc(NC(=O)COC(=O)c2ccc(S(=O)(=O)N3CCCc4ccccc43)cc2)no1,-5.8,-2.9,1522,24.6,-4.4,0.9,3.7,.,1.4,3.5,5.8
O=C(NCc1cccc(F)c1)C1CCN(C(=O)c2sccc2-n2cccc2)CC1,2.5,0.3,1562,-4.6,-15.0,1,0.8,-0.0556,8.8,0.6,1.4
CN(C)C(=O)C1OC(C)(C)OC1C(=O)N(C)C (stereo not drawn),0.9,-12.1,1557,.,7.9,0.9,1.4,.,2.6,-2.6,7.8
COc1ccc(N2C(=O)CC(NCCNc3ccc([N+](=O)[O-])cn3)C2=O)cc1 (stereo not drawn),-7.1,-1.4,1597,10.6,-4.6,1,-0.3,.,-3.3,-12.1,-3.0
Cc1sc2ncnc(OCC(=O)N3CC(=O)Nc4ccccc43)c2c1C,11.9,-0.2,1455,-15.3,-23.2,1,0.3,0.00384,1.1,0.3,-0.7
C=CCNc1nc(Cl)nc(Nc2ccc(OC)cc2)n1,10.8,-3.1,1535,.,0.8,1.1,1.2,.,-0.7,6.4,-5.4
CC1CCN(CCNC(=O)CCS(=O)(=O)c2ccc(Br)cc2)CC1,-1.5,-3.3,1476,12.9,12.5,1,-2.8,.,-3.9,-4.6,4.9
O=S(=O)(c1ccccc1)N(CC(O)CN1CCCCC1)c1ccccc1 (stereo not drawn),45.0,-18.1,1319,.,-6.1,1.2,0.3,-0.476,-7.7,-2.8,-16.0
O=C(O)C(c1ccccc1)N1CCCC1 (stereo not drawn),-4.6,0.3,1557,.,4.6,1,0.6,.,5.1,7.2,2.7
Cn1c2ccccc2c(=O)c2c(=O)n(C3CCCCC3)c(-c3cccs3)nc21,40.0,-2.9,1487,.,12.1,0.9,0.6,-2.04,-0.1,-2.2,6.5
Clc1ccc2oc(-c3cccnc3NCc3ccccc3)nc2c1,12.0,-3.9,1477,.,-4.0,1,2.6,.,-1.7,-2.0,3.6
O=C(C1CCCN(S(=O)(=O)c2cccc3nonc23)C1)N1CCN(c2cccc(Cl)c2)CC1 (stereo not drawn),92.6*,8.1,1392,.,-9.2,0.9,0.2,-1.26,4.7,-3.6,5.6
CCOC(=O)c1c(NC(=O)C2=C(C)NC(=S)NC2c2ccc(CC)cc2)sc(C)c1C (stereo not drawn),85.3*,3.9,1537,0.9,1.9,1,-0.3,-0.402,1.1,9.8,2.6
CCCC(=O)NCc1ccncc1,-6.8,4.2,1571,5.0,1.1,1.1,-1.8,0.291,-0.3,6.4,-5.1
CN(CCNC(=O)C1CCN(S(=O)(=O)c2cnc[nH]2)CC1)Cc1ccccc1,-6.4,-3.9,1635,-38.5,-11.5,1,-0.7,.,8.7,-5.0,-2.4
COc1ccc(C(=O)C[n+]2cccc(C)c2C)cc1[N+](=O)[O-],-6.9,-3.0,1473,7.9,0.7,0.9,0.2,.,-1.3,4.4,6.3
CCOP(=O)(c1ccc(N(C)C)cc1)C(O)c1ccccc1 (stereo not drawn),-4.8,4.4,1499,.,7.6,1.1,-0.1,-0.243,2.9,11.9,-8.4
CCN(CC)c1ccc(/C=N/NC(=O)Nc2ccccc2)cc1,7.1,0.5,1250,8.3,-15.3,0.9,-1.1,.,8.6,-5.9,14.9
CCC(C)Sc1nnc(CSc2nc3nc(C)cc(C)n3n2)o1 (stereo not drawn),-2.9,-4.1,1760,.,-0.9,1,-8.3,.,10.2,-1.0,4.5
O=C(NCCC1=CCCCC1)C1CCN(S(=O)(=O)c2ccc(-n3cnnn3)cc2)CC1,-1.9,-4.5,1370,2.1,10.2,0.9,1.5,.,-7.4,-0.6,11.2
CCOc1ccccc1CNC(CC)CO (stereo not drawn),-4.7,7.7,1572,-9.2,-8.7,1.1,-0.8,-0.34,11.8,8.4,-6.9
Cc1ccc(C)c(NS(=O)(=O)c2cc(C(=O)Nc3ccccc3-c3ccccc3)ccc2Cl)c1,34.9,6.2,1502,.,-3.5,1,1.9,-0.0531,3.7,9.7,-1.2
Cc1cnc(C(=O)Nc2ccc(-n3cnnn3)cc2)cn1,2.6,-1.2,1490,-3.9,-13.9,0.9,2.5,.,-3.1,4.5,7.9
O=C(CN1C(=O)CCS(=O)(=O)c2ccccc21)NCc1ccc(F)cc1,-6.1,-5.2,1359,-17.5,-5.3,1,2.4,1.28,-0.3,0.5,4.4
Cc1ccc(S(=O)(=O)Nc2ccc(Br)cc2/C=N/n2cnnc2)cc1,13.3,-0.8,1755,22.5,15.2,1.2,0.7,.,7.1,12.3,-17.0
O=C(NCc1ccco1)c1ccc(-c2cccc(Cl)c2)o1,-5.1,-2.1,1409,-5.7,-5.3,1,0.3,.,-5.7,-9.2,4.8
Cc1cc(C)nc(SCC(=O)N/N=C/c2cccn2-c2cccc(C(F)(F)F)c2)n1,25.9,3.3,1596,.,7.1,1,1.5,.,-0.7,0.9,-2.3

# Five compounds picked at random from those above, as already listed:
SMILES,L major viab,PPARg SRC3 recr,TR-FRET SRC-2 ct,S1P3 antagonist,TLR4 MyD88 comp,bIAP activator,Redox H2O2 prof,ROMK mod,PPARg SRC-1 ag,PPARg SRC2 recr,bIAP inh
CCOc1ccccc1CNC(CC)CO (stereo not drawn),-4.7,7.7,1572,-9.2,-8.7,1.1,-0.8,-0.34,11.8,8.4,-6.9
Cc1nn(-c2ccccc2C(=O)O)c(=O)c2ccccc12,-4.7,2.6,1263,-22.2,-8.2,1,0.6,.,-4.3,-7.4,2.5
CN(CCNC(=O)C1CCN(S(=O)(=O)c2cnc[nH]2)CC1)Cc1ccccc1,-6.4,-3.9,1635,-38.5,-11.5,1,-0.7,.,8.7,-5.0,-2.4
Cc1cc(NC(=O)CN2CCOCC2)n(-c2nc3ccccc3s2)n1,8.6,-7.6,1610,.,-8.8,1,0.4,-0.944,3.9,7.9,0.1
Cc1ccc(S(=O)(=O)Nc2ccc(Br)cc2/C=N/n2cnnc2)cc1,13.3,-0.8,1755,22.5,15.2,1.2,0.7,.,7.1,12.3,-17.0
